Screening results deposited in PubChem BioAssay by National Center for Advancing Translational Sciences (NCATS).
ATXN viability: viability counter-screen for ATXN expression inhibitors | S2 cells (HEK-293 line with an ATXN2-luciferase reporter) viability, CellTiter-Fluor protease fluorescence, 24 h | 0.49% of 400,000 active | Potency, µM (doses to about 56.7 µM), hits mostly cytotoxic; also: potency is read from the fitted curve at half-maximal effect; nearly all actives have a fitted effect of over 40% in size
MCF10A rerep: induces DNA re-replication in MCF 10a normal breast cells; 2.9% of 350,000 active; AID 624296; MCF 10A DNA re-replication, Hoechst nuclear intensity, 48 h; Potency, µM (top dose mostly 46.1 µM), inactives show at the top dose activity, positive = re-replication, most hits filed as activators; also: potency is read from the fitted curve at half-maximal effect; % of control where 0% means no effect; nearly all actives have a fitted effect of over 50% in size
IL-1B inflam inh: inhibitors of inflammasome signaling (IL-1 beta secretion). THP-1 LPS/ATP IL-1B secretion, AlphaLISA, 16 h; hits give low values. activity change, % at 57.5 µM. 4.7% of 360,000 active; in the data active = activity change below about -50%; inconclusive = mostly about -30% to -49%; also: % is scaled to controls: 0 for no effect and ±100 for the full control effect
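THP-1 cells pretreated 1 hr with compounds (up to 57.5 uM final), then stimulated with LPS (250 ng/mL final) plus ATP (1.25 mM final); secreted IL-1B measured by AlphaLISA after 16 hr, decreased signal indicating inhibition.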
A549 tox: kills or reduces viability of A549 cells in Nrf2 counter-screen; A549 ARE-Fluc cells, CellTiter-Fluor viability, 18-24 h; Potency, µM (series often up to 46 µM), inactives show at the highest dose activity change, negative = cytotoxicity, hits mostly inhibitors; 0.16% of 390,000 active; AID 504648; also: potency is read from the fitted curve at half-maximal effect; % is scaled to controls: 0 for no effect and ±100 for the full control effect
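A549 ARE-Fluc cells in 5% FBS OPTI-MEM, 5000 cells/well, rested 2 h then exposed to compounds in concentration-response for 18-24 h at 37 °C. Viability by CellTiter-Fluor fluorescence (Ex 405/Em 525) after 30 min; luciferase luminescence (BugLite, 15 min, RT) read afterwards.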
ATXN2 expr inh: ATXN2 expression inhibition | HEK-293 ATXN2-luciferase reporter, luminescence, 24 h | Potency, µM (series often up to 57 µM), for inactives: at the top dose activity change, negative = inhibition, most hits filed as inhibitors | 0.72% of 360,000 active; also: potency is read from the fitted curve at half-maximal effect; % is scaled to controls: 0 for no effect and ±100 for the full control effect; nearly all actives have a fitted effect of over 55% in size
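qHTS (up to 57 uM final) was run with 24 h compound exposure of reporter cells at 37 °C. Each well was multiplexed: SteadyGlo luminescence measured ATXN2-luciferase expression after a fluorogenic Gly-Phe-AFC viability readout (25 uM final).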
HepG2 tox: counter-screen for TGF-b inhibitors: cytotoxicity in HepG2 cells | HepG2 CAGA-GFP viability, ATP luminescence, 18 h | Potency, µM (series often up to 46.1 µM), for inactives: at the top dose activity change, negative = cytotoxicity, usual class: cytotoxic | 0.76% of 410,000 active | AID 588856; also: potency is read from the fitted curve at half-maximal effect; some results filed as inactive show a strong effect at the top dose
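CellTiter-Glo luminescence gave cytotoxicity after 18 hours at 37 degrees C. The cells were HepG2 CAGA-GFP in 1% FBS DMEM, stimulated with 500 pg/mL TGF-beta after compound addition. %Activity was normalised to no-cell wells (complete cell-killing) and DMSO (no toxicity), and curves were fitted and classified.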
TGFb inhibitor: blocks TGF-b signaling. HepG2 CAGA-GFP TGF-b/SMAD3 reporter, GFP fluorescence, 18 h; TGF-beta stimulated, 500 pg/mL final. Potency, µM (highest dose often 46.1 µM), for the others: at the top dose activity, negative = inhibition, hits mostly inhibitors. 1.2% of 410,000 active. AID 588855; also: potency is read from the fitted curve at half-maximal effect; % is scaled to controls: 0 for no effect and ±100 for the full control effect; nearly all actives have a fitted effect of over 65% in size
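Using HEPG2 CAGA-GFP reporter cells at 1000 cells/well, we pinned test compounds, stimulated with recombinant TGF-beta (500 pg/mL final) and measured total well GFP after 18 h.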
Nrf2 ARE act: activates Nrf2 signaling; AREc32 ARE-luciferase reporter (MCF7-derived line), luminescence, 24 h; Potency, µM (doses to about 46.1 µM), without a hit: top-dose activation, most hits filed as activators; 0.31% of 410,000 active; AID 624171; also: potency is read from the fitted curve at half-maximal effect; % of control where 0% means no effect; nearly all actives have a fitted effect of over 65% in size
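Each well held 1000 AREc32 cells, which were incubated with compound for 24 hr at 37 deg C after overnight attachment, and ARE reporter activity was quantified by firefly luciferase luminescence.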
Nrf2 block: Nrf2 pathway inhibition; A549 ARE-Fluc reporter, luciferase luminescence, 18-24 h; Potency, µM (titrated, usually from 46 µM), without a hit: at the top dose activity change, negative = inhibition, usual class: inhibitors; 2.1% of 360,000 active; also: potency is read from the fitted curve at half-maximal effect; % is scaled to controls: 0 for no effect and ±100 for the full control effect; nearly all actives have a fitted effect of over 60% in size
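Two sequential reads on A549 ARE_Fluc cells exposed to compound for 18-24 h: a CellTiter-Fluor fluorescence read for viability, then a luciferase luminescence read for Nrf2/ARE activity.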
* hit, by the source's call; i = inactive; ? = inconclusive; / = no result given; [ ] = another dose, or the depositor's remark. Unless noted, calls follow the shape of the dose curve; as a rule, active = well fitted curve in the direction sought with a large enough effect; inconclusive = small, poorly fitted or top-dose-only effect, or another doubt; inactive = no such curve, though single readings can be large; an effect the other way counts as inactive or inconclusive.

molecule	ATXN viability	MCF10A rerep	IL-1B inflam inh	A549 tox	ATXN2 expr inh	HepG2 tox	TGFb inhibitor	Nrf2 ARE act	Nrf2 block
CC(C)(C)CN1CCN(Cc2c[nH]c3ccccc23)CC1CCO (stereo not given)	i	6.51µM*	-23.4	-2.3%	-32.5%	-24.4%	3.5%	6.0%	11.9%
COc1ccc(C(=O)OCC(=O)NC(C)(C)C)cc1[N+](=O)[O-]	i	-0.2%	0.0	-1.1%	-1.9%	2.2%	-9.1%	0.3%	1.4%
Cc1ccc(CNC(=O)C(=O)NCC(c2ccco2)S(=O)(=O)c2cccs2)cc1 (stereo not given)	/	/	/	0.1%	/	-4.5%	?	1.1%	/
O=C(CNC(=O)c1ccccc1)Nc1ccsc1C(=O)O	i	5.2%	26.8	14.8%	6.5%	3.7%	-0.6%	4.9%	-2.1%
O=C(CCC(=O)N(CC(=O)NC1CCCCC1)c1ccc2c(c1)OCO2)Nc1ccccn1	i	2.2%	-12.6	-8.9%	4.5%	10.6%	-3.5%	-0.5%	-19.0%
COc1cc(CC(=O)Nc2sccc2C(N)=O)cc(OC)c1OC	i	22.8%	-12.2	5.7%	-10.9%	-5.2%	5.7%	0.1%	-1.2%
COc1ccc(CNC(=O)C2CCCN2S(=O)(=O)c2ccc(F)cc2)cc1 (stereo not given)	i	0.8%	50.1	0.8%	6.7%	-0.3%	5.0%	2.5%	0.5%
COc1ccc(/C(O)=C2\C(=O)C(=O)N(CCN3CCOCC3)C2c2ccccc2OC)cc1 (stereo not given)	i	6.9%	21.3	-1.9%	-6.6%	-3.8%	-2.0%	-0.6%	6.9%
O=S(=O)(c1ccc(F)cc1)N1CCN(c2nc(-c3cccs3)nc3cc(Cl)ccc23)CC1	/	/	/	1.1%	/	9.7%	30.6%	/	0.6%
CC(C)C(=O)Nc1cc(C(F)(F)F)ccc1N1CCOCC1	i	-5.8%	10.4	?	0.7%	3.5%	0.2%	0.1%	28.7%
COC(=O)[C@@H]1C[C@@]2(Br)c3ccccc3N(S(=O)(=O)c3ccccc3)[C@H]2N1C(=O)OC	i	?	-5.6	-0.8%	8.4%	-1.0%	10.5%	0.2%	4.5%
COc1ccc(-c2nc(C3CCCCC3)no2)cc1OC	i	3.3%	-10.4	-5.9%	66.8%[activator]	1.4%	-5.1%	4.1%	27.4%
O=C(CCNS(=O)(=O)c1ccccc1C(F)(F)F)NCc1ccc2c(c1)OCO2	i	-3.0%	-2.6	0.1%	3.8%	-14.2%	0.0%	-0.5%	-4.1%
CCCCCC(=O)NNC(=O)c1ccc(F)cc1	i	0.2%	0.0	-2.2%	-4.4%	7.3%	-10.1%	0.2%[9.22 µM]	4.3%
CC1(C(=O)Nc2ccccc2)CCN1C(=O)C1(c2ccc(Cl)cc2)CC1 (stereo not given)	i	/	14.0	/	-1.9%	-2.6%	24.2%	-0.3%[9.22 µM]	/
Cc1ccccc1NC(=O)C1CCCN1C(=O)NC1CCCCC1 (stereo not given)	i	15.0%	4.2	-14.3%	-5.7%	-7.8%	16.7%	0.0%	2.5%
O=[N+]([O-])c1cccc(-c2ccc(/C=N/NC(=S)NCc3ccco3)o2)c1	i	?	-10.6	-12.7%	-24.4%	-31.7%	-19.8%	5.5%	-29.6%
CCN1CCN(c2cc3c(cc2F)c(=O)c(S(=O)(=O)c2ccc(OC)cc2)cn3CC)CC1	/	/	/	-12.8%	/	-5.7%	22.6%	0.7%	10.3%
CCOc1cc(C2/C(=C(/O)c3ccc(S(=O)(=O)N4CCCCC4)cc3)C(=O)C(=O)N2CCOC)ccc1O (stereo not given)	i	-0.6%	-0.4	-2.9%	-1.8%	0.6%	11.2%	-0.8%	4.7%
COC(=O)C1C/C(=N\NS(=O)(=O)c2ccc(C)cc2)c2ccccc2C1 (stereo not given)	i	-0.3%	53.0	-2.7%	-10.1%	3.0%	16.4%	-0.3%	3.8%
COc1ccc2c(CNCc3ccc(C)o3)c(C(=O)O)n(Cc3ccccc3C)c2c1	/	/	/	-10.1%	/	-2.0%	0.1%	0.5%	14.4%
Cc1ccc(C)c(OCCn2cc(/C=C(\C#N)C(=O)NCc3cccs3)c3ccccc32)c1	/	?	0.1	-16.7%	/	-20.1%	-0.1%	-0.1%	-25.7%
Cc1ccc(NC(=O)C2=CN3CCS(=O)(=O)N=C3C=C2)cc1	i	-3.1%	-3.0	6.1%	-10.2%	8.1%	-7.8%	-0.4%	?
O=C(c1cc2cc(Cl)cc(Cl)c2oc1=O)N1CCOCC1	i	8.7%	22.7	13.9%	-9.5%	-13.3%	?	-1.5%	14.8%
CCS(=O)(=O)c1ccc(NC(=O)c2ccccc2Cl)c(O)c1	i	-0.1%	26.4	2.7%	-13.7%	14.0%	8.7%	3.4%	/
CCOc1ncccc1C(=O)OCC(=O)Nc1ccc2c(c1)CCC2	?	5.9%	20.9	-0.1%	-4.0%	-2.2%	22.5%	-0.3%	?
Cc1ccc(NC(=O)CN(C)CC(=O)Nc2ccccc2-c2ccccc2)cc1	i	-1.7%[9.22 µM]	?	-3.0%	-36.6%	0.0%	?	2.7%	-8.0%
COc1ccc(NC(=O)Cn2nc([N+](=O)[O-])c(Cl)c2C)cc1OC	i	-6.9%	1.8	1.6%	1.7%	-0.9%	-29.7%	-1.1%	1.5%
COc1ccccc1NC(=O)COC(=O)/C=C/c1ccc2c(c1)OCO2	i	1.2%	-3.6	-1.6%	13.0%	4.1%	12.0%	5.1%	?
Cc1cccc(N2C(=O)CC(N3CCOCC3)C2=O)c1 (stereo not given)	i	1.7%	-2.2	2.3%	6.3%	21.1%	12.5%	-0.2%	27.7%
O=C(CCCN1C(=O)/C(=C/c2ccccc2Cl)SC1=S)Nc1ccccn1	i	?	-81.4*	-23.3%	16.8µM*	-14.9%	?	0.6%	20.6µM*
N=c1n(CCO)c2ccccc2n1CCOc1ccccc1	i	-0.2%	-8.8	-3.5%	-12.8%	-4.0%	-6.9%	0.3%	4.7%

Next section, overlapping the part above by 5 compounds.
molecule	ATXN viability	MCF10A rerep	IL-1B inflam inh	A549 tox	ATXN2 expr inh	HepG2 tox	TGFb inhibitor	Nrf2 ARE act	Nrf2 block
COc1ccc(NC(=O)Cn2nc([N+](=O)[O-])c(Cl)c2C)cc1OC	i	-6.9%	1.8	1.6%	1.7%	-0.9%	-29.7%	-1.1%	1.5%
COc1ccccc1NC(=O)COC(=O)/C=C/c1ccc2c(c1)OCO2	i	1.2%	-3.6	-1.6%	13.0%	4.1%	12.0%	5.1%	?
Cc1cccc(N2C(=O)CC(N3CCOCC3)C2=O)c1 (stereo not given)	i	1.7%	-2.2	2.3%	6.3%	21.1%	12.5%	-0.2%	27.7%
O=C(CCCN1C(=O)/C(=C/c2ccccc2Cl)SC1=S)Nc1ccccn1	i	?	-81.4*	-23.3%	16.8µM*	-14.9%	?	0.6%	20.6µM*
N=c1n(CCO)c2ccccc2n1CCOc1ccccc1	i	-0.2%	-8.8	-3.5%	-12.8%	-4.0%	-6.9%	0.3%	4.7%
CC(C)c1ccc2oc(=O)cc(CN3CCN(c4ccccc4)CC3)c2c1	i	1.2%	7.6	-3.6%	-10.8%	10.4%	?	3.1%	-14.6%
Cc1cc(C(=O)Cn2cnc3cc([N+](=O)[O-])ccc3c2=O)c(C)n1CC1CCCO1 (stereo not given)	?	-6.4%	0.0	-1.1%	-28.7%	1.8%	-8.4%	6.2%	2.4%
COc1ccc(CNC(=O)c2ccc(CSc3nc4ccncc4n3Cc3ccccc3F)cc2)cc1	i	/	/	-14.5%	11.6%	-8.6%	?	4.9%	9.0%
COc1ccc(OCc2cccc(C(=O)N3CCCC3)c2)cc1	i	1.3%	10.2	-6.4%	?	-1.6%	-0.7%	-1.5%	?
CC1CCC(NC(=O)C2CC(=O)N(c3ccc(Cl)cc3)C2)CC1 (stereo not given)	i	-17.5%	26.2	-2.4%	5.5%	-1.4%	2.9%	0.1%	-1.0%
COc1ccc(/C=C/C(=O)OCC(=O)NC2CCCCCCC2)cc1	i	1.0%	-7.1	0.9%	-2.3%	-1.4%	-6.5%	0.0%	13.6%
O=C(Nc1cccc2ccccc12)c1onc2c1CCCC2	i	?	-5.5	-0.9%	56.3%[activator]	-14.0%	-6.6%	12.6µM*	?
COc1ccc(C(CNC(=O)c2cncc(Br)c2)N(C)C)cc1 (stereo not given)	i	6.8%	-14.5	3.4%	1.7%	5.3%	17.0%	-0.4%	-5.1%
O=C(NCC(=O)N(Cc1ccccc1)C(C(=O)NC1CCCCC1)c1ccco1)c1ccco1 (stereo not given)	i	?	18.6	-3.7%	10.0%	0.5%	15.6%	-0.3%	0.3%
Cc1cccc(NC(=O)CN2C(=O)CCc3ccccc32)c1C	i	/	/	-5.0%	-2.0%	-3.5%	-0.9%	0.3%	?
CC(=O)c1cccc(NC(=O)c2ccco2)c1	i	-4.0%	-3.7	0.5%	3.5%	-52.5%	-4.6%	12.4%	7.1%
